Fam108B counter: blocks mouse Fam108B hydrolase in RBBP9 counter-screen; recombinant Fam108B, FP-Rh probe fluorescence polarization; AID 1947; 0.33% of 300,000 active; inhibition, % at 9.51 µM;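 active = inhibition above the screen mean inhibition plus 3 SD, computed separately per campaign, cut at about 18% in these data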;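 also: inhibitors lower polarization as less probe binds the enzyme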
MEX-5 binding: C. elegans MEX-5 TCR-2 RNA binding activity. 0.38% of 300,000 active. AID 1832. MEX-5/FITC-TCR2 RNA binding, fluorescence polarization; hits give low values. activity score (negative = inhibition of binding), % at 10 µM. Q9XUB2;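 active = inhibition past about -25% in most replicates, and total fluorescence under double the plate's negative control median, limit read from the data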;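 also: 0% = DMSO and -100% = 5 µM competing unlabeled TCR2 RNA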
Target sequence (Q9XUB2 whole entry, looked up): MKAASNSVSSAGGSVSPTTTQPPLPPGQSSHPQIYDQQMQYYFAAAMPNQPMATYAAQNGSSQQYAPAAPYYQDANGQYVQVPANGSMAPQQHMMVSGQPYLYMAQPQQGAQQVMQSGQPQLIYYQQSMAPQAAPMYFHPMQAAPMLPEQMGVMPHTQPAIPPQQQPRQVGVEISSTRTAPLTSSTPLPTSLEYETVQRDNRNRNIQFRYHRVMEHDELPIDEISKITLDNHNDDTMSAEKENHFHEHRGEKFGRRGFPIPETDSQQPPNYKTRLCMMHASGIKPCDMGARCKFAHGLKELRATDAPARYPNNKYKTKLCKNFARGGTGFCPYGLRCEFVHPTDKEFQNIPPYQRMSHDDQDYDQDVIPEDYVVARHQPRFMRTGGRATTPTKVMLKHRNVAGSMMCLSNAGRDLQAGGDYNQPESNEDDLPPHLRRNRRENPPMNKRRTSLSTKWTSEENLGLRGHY
GLD-1 TGE inh: GLD-1-TGE RNA interaction inhibition (C. elegans) | Q17339 | purified GLD-1 + fluorescein TGE RNA, fluorescence polarization | inhibition, % at 5.96 µM | 0.44% of 320,000 active | AID 2280;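 active = percent inhibition above a per-plate cutoff, the plate mean of test compounds plus 3 SD, cut at about 30% in these data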;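 also: 0% = DMSO wells with GLD-1 and probe and 100% = wells lacking GLD-1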
pPAFAH inh: inhibitors of human plasma PAF acetylhydrolase (pPAFAH). inhibition, % at 3.39 µM. recombinant pPAFAH, FP-rhodamine probe fluorescence polarization. 1.5% of 330,000 active;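 active = inhibition above the mean inhibition across the screen plus 3 SD, cut at about 25% in these data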;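 also: inhibitors block binding of the rhodamine activity-based probe so polarization drops; 0% = enzyme with DMSO and 100% = wells lacking pPAFAH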
Bcl-xL primary: blocks human Bcl-xL binding to Bim BH3 peptide | 0.7% of 320,000 active | inhibition, % at 10.9 µM | AID 2129 | GST-Bcl-xL / FITC-Bim BH3 peptide fluorescence polarization;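 active = inhibition above the mean of all tested compounds plus 3 SD, cutoff set per campaign, cut at about 30% in these data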;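 also: 0% = DMSO wells and 100% = unlabeled Bim-BH3 peptide competitor; inhibitors lower millipolarization by displacing the labeled peptide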
MCL1-BIM inh: MCL1-BIM-BH3 interaction inhibition (human). inhibition, % at 10.9 µM. 0.68% of 320,000 active. GST-MCL1 / FITC-Bim-BH3 fluorescence polarization. AID 2057;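 active = inhibition above the mean inhibition of all tested compounds plus 3 SD, set per campaign, cut at about 40% in these data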;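 also: 0% = DMSO wells and 100% = unlabeled Bim-BH3 peptide control; higher means more loss of mP so more displacement of Bim peptide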
PAFAH1B2 inh: inhibitors of human PAFAH1B2 | 1.2% of 340,000 active | recombinant PAFAH1B2, FP-rhodamine activity probe, fluorescence polarization | inhibition, % at 3.39 µM;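 active = inhibition above the mean of all tested compounds plus 3 SD, cut at about 24% in these data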;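 also: 0% = enzyme with DMSO and 100% = wells lacking PAFAH1B2; many of its hits are not listed in these tables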
PME-1 inh: PME-1 (human) inhibition. recombinant PME-1, FP-Rh probe fluorescence polarization. 0.53% of 320,000 active. AID 2130. inhibition, % at 5.9 µM. Q9Y570;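 active = inhibition above the campaign mean of all compounds plus 3 SD, cut at about 26% in these data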;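 also: competitive labeling of PME-1 active site by serine hydrolase directed probe; 0% = PME-1 with DMSO and 100% = wells lacking PME-1 enzyme; inhibitors block probe labeling so polarization falls and inhibition rises; many of its hits are not listed in these tables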
Target sequence (Q9Y570 whole entry, looked up): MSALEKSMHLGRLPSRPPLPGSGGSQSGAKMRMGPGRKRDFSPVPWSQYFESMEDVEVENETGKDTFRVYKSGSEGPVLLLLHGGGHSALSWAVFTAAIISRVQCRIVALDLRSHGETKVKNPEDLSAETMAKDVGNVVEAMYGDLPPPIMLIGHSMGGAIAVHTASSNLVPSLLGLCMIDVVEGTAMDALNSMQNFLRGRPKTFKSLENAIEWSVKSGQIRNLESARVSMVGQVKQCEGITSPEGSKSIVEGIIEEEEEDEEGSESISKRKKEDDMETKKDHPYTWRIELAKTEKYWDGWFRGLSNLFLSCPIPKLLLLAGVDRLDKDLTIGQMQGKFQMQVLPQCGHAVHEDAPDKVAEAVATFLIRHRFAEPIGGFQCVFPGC
AHR activator: activates the human aryl hydrocarbon receptor. AHR-responsive luciferase reporter cells, luminescence. 2.5% of 320,000 active. P35869. activation, % at 5 µM; in the data active = activation above about 47%;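 also: 0% = vehicle wells and 100% = reference agonist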
* = called active by the depositor; / = not tested or not shown. The list is partial; count on the stated rates, not on these rows.

compound	Fam108B counter	MEX-5 binding	GLD-1 TGE inh	pPAFAH inh	Bcl-xL primary	MCL1-BIM inh	PAFAH1B2 inh	PME-1 inh	AHR activator
CC(=O)Nc1ccc(S(=O)(=O)N(C)CC(=O)OCC(=O)Nc2cc(C)on2)cc1	/	/	1	-1	0	4	2	3	1
Cc1cc(C)c(S(=O)(=O)NCCc2ccncc2)c(C)c1	0	1.2	7	0	3	1	-9	5	5
CC(C)(C)OC(=O)N[C@H](C(=O)OC(C)(C)C)c1ccccc1	/	/	3	1	14	14	6	2	1
O=C(CNS(=O)(=O)c1c(Cl)cccc1Cl)OCc1csc(-c2ccccc2)n1	1	2.4	6	-1	3	2	3	-4	4
COc1ccccc1NS(=O)(=O)c1cccc(C(=O)NCC(c2ccc(F)cc2)N2CCOCC2)c1 (configuration not stated)	3	-0.3	7	6	3	-3	2	13	-1
CCOC(=O)N1CCN(CCC(=O)Nc2ccc(OC)cc2)CC1	4	-0.8	5	-3	1	7	4	-4	1
CCn1c(=O)n(CC)c2cc(S(=O)(=O)NCCOc3ccccc3)c(C)cc21	0	0.7	4	2	4	0	3	1	0
CCOC(=O)N1N=C(C)CC1(O)c1ccccc1 (configuration not stated)	0	0.8	2	2	2	4	2	4	2
CC(CNC(=O)c1ccc2c(c1)OCO2)c1ccc([N+](=O)[O-])cc1 (configuration not stated)	3	-1.7	-8	0	6	1	24	0	4
COc1cc(NC(=O)c2cccc(F)c2)cc(OC)c1OC	5	0.6	4	-5	4	3	-1	1	63*
[O-][n+]1c2c(nc3c1-c1ccccc1C3O)CCCC2 (configuration not stated)	6	-2.8	-5	0	5	1	/	-5	43
O=C(COc1nnnc2ccccc12)N1CCCc2ccccc21	0	-0.1	-1	1	3	0	6	-2	6

The final 4 entries of the section before lead into the next:
compound	Fam108B counter	MEX-5 binding	GLD-1 TGE inh	pPAFAH inh	Bcl-xL primary	MCL1-BIM inh	PAFAH1B2 inh	PME-1 inh	AHR activator
CC(CNC(=O)c1ccc2c(c1)OCO2)c1ccc([N+](=O)[O-])cc1 (configuration not stated)	3	-1.7	-8	0	6	1	24	0	4
COc1cc(NC(=O)c2cccc(F)c2)cc(OC)c1OC	5	0.6	4	-5	4	3	-1	1	63*
[O-][n+]1c2c(nc3c1-c1ccccc1C3O)CCCC2 (configuration not stated)	6	-2.8	-5	0	5	1	/	-5	43
O=C(COc1nnnc2ccccc12)N1CCCc2ccccc21	0	-0.1	-1	1	3	0	6	-2	6
Cc1ccc(S(=O)(=O)NCCCCC(NC(=O)OC(C)(C)C)C(=O)O)cc1 (configuration not stated) (tested in a mixture with another compound)	0	-2.5	6	3	9	7	5	5	1
Cc1ccc([N+](=O)[O-])cc1S(=O)(=O)N1CCCC1	-8	-1.2	0	3	8	4	0	1	0
CCOC(=O)C1=C(CC)Nc2ccccc2N=C1NC(=O)CCN1C(=O)C2CCCCC2C1=O (configuration not stated)	-1	-1.3	-6	4	3	0	1	-1	0
COc1cc(C(=O)NCC(=O)N/N=C/c2c(C)[nH]c3ccccc23)cc(OC)c1OC	1	-0.6	3	2	6	1	8	6	5
COc1ccc(CC(=O)NNC(=O)c2ccccc2)cc1OC	/	/	0	5	/	/	4	/	1
Cc1ccc(N2C(=O)C(CC(=O)Nc3cccc(F)c3)N(CCc3ccncc3)C2=O)cc1 (configuration not stated)	2	-1.1	0	1	7	6	-3	1	1
CCc1cccc(NC(=O)[C@@H]2CCCN2C2=NS(=O)(=O)c3ccccc32)c1	/	/	-2	1	5	3	6	1	14
O=C(C(=O)N1CCN(c2ccccc2)CC1)c1cn(CC(=O)N2CCCCCC2)c2ccccc12	-2	-7.3	31*	2	6	11	-2	3	4
NC(=O)c1ccc(/C=N/O)nc1	5	-2.7	3	-6	9	7	0	-4	-1
COc1ccc(NC(=O)Nc2cccs2)cc1Cl	9	-0.8	3	7	5	16	3	20	13
Cc1cc(N2C(=O)CC(Cc3ccc(Cl)cc3)C2=O)no1 (configuration not stated)	-3	0.8	-1	2	3	4	15	8	-2
Cc1ccc(S(=O)(=O)Nc2cc3c(cc2N2CCOCC2)n(C)c(=O)c(=O)n3C)cc1	-1	-0.2	1	0	8	8	12	4	-1
O=C(COC(=O)CCC(=O)c1cccs1)Nc1cccc(F)c1	/	/	5	3	3	10	6	4	0
COc1ccc(NC(=O)c2ccc(C)cc2)cc1	-6	-0.5	-1	5	0	-3	0	-5	-8
COc1ccc(C2(O)CCN(C(=O)c3c(F)cccc3F)CC2)cc1	-4	-0.6	-3	3	-1	7	3	-3	0
C=CCn1cc(C(=O)c2cc(Br)ccc2O)cc(C#N)c1=O	-13	-0.8	-5	1	-5	-5	-4	-7	3
O=C(NCCCn1ccnc1)/C(=C\c1ccco1)NC(=O)c1ccco1	-1	-6.9	-9	1	-4	4	1	-1	5
C[C@H]1CN([C@@H](C)CO)C(=O)Cc2cc(NS(C)(=O)=O)ccc2O[C@@H]1CN(C)Cc1ccc(Cl)c(Cl)c1	/	/	2	14	/	/	3	/	-1
COc1cccc(CN2C(=NC(=O)CCC3CCCC3)SC3CS(=O)(=O)CC32)c1 (configuration not stated)	-1	-1.2	6	0	4	6	1	-8	-2
COc1ccc(CCC(=O)OCC(=O)Nc2ccccc2OC(F)F)cc1OC	-7	0.2	-10	5	-21	-19	4	-1	2
c1ccc(CNc2nc(-c3cccnc3)cs2)cc1	-7	2.0	-1	-5	3	-2	11	-2	19
Cc1ccc(S(=O)(=O)N2CCN(C(=O)COC(=O)/C=C/c3ccc([N+](=O)[O-])cc3)CC2)c(C)c1	/	/	3	2	/	/	2	/	-2
CC(NC(=O)c1ccc(OC2CCN(Cc3ccccn3)CC2)cc1)c1ccccc1 (configuration not stated)	2	1.4	4	12	2	3	3	1	-1
NNC(=O)c1cccc(S(=O)(=O)Nc2cc(Cl)ccc2Cl)c1	-1	1.6	2	6	12	9	7	-12	2
C/C(N)=C(/C#N)C(=O)COC(=O)CCSc1ccccc1Cl	3	-0.5	5	9	2	7	6	-7	-1
CCOc1ccc(NC(=O)CN2CCN(CC(=O)Nc3ccc(F)cc3)CC2)cc1	8	-0.4	-4	3	4	-5	-1	-1	5
S=C1NCCNC(=S)NCCOCCN1	1	1.4	7	1	2	14	14	-4	0
CCC1CCCCN1C(=O)N[C@@H](Cc1ccccc1)C(=O)O (some centres not stated)	-3	0.8	6	-9	0	-5	15	1	1
COCCN(C(=O)CNC(=O)c1ccco1)C(C(=O)NC1CCCCC1)c1cccnc1 (configuration not stated)	-2	-0.1	-7	1	7	0	3	7	-2
Cc1cc2nc(/C(C#N)=C/c3ccncc3)[nH]c2cc1C	4	0.6	-3	3	-14	-24	1	8	35
CCOC(=O)c1ccc(Oc2cc(C)nc(Cl)n2)cc1	-1	-0.5	0	3	3	-4	0	2	-1
O=[N+]([O-])c1cc(-c2cnc3ccccc3n2)ccc1Cl	0	2.5	3	5	2	4	1	0	30
Cc1cc(-c2nnc(CCC(=O)N3CCN(Cc4cccc(F)c4)CC3)o2)c(C)o1	2	2.2	4	2	8	8	5	-6	2
COc1ccc(CCNCC(O)COc2cccc(Br)c2)cc1OC (configuration not stated)	4	-0.3	-5	-1	1	4	3	-1	3
CCCCn1c(N)c(N(CC)C(=O)c2ccccc2C)c(=O)[nH]c1=O	-4	4.9	5	-9	-1	-14	7	-7	-1
CC(=O)c1c(C)[nH]c(C(=O)COc2cc(C)ccc2C(C)C)c1C	3	-2.3	4	-3	1	1	8	5	1
COC(=O)c1ccccc1NC(=O)CSc1nccc(C)n1	-3	1.9	9	2	-1	-2	1	0	3
COc1ccc(N(CC(=O)NCCc2ccccc2)C(=O)CCC(=O)Nc2ccccn2)cc1	3	-0.5	0	6	2	7	5	-2	2
CCOC(=O)C1CCCCN1S(=O)(=O)c1cc2c(cc1C)NC(=O)CO2 (configuration not stated)	3	-2.0	7	-4	-2	-3	8	3	0
CCC(C)NC(=O)C(=O)NCC1CCCN1CC (configuration not stated)	0	0.9	3	-4	2	7	0	-9	1
O=[N+]([O-])c1cccc(-c2c(-c3ccccc3)ncc3ccc(F)cc23)c1	/	/	3	6	-5	-8	-1	6	7
Cc1ccccc1-n1c(SCC(=O)N(C)C2CCS(=O)(=O)C2)nnc1-c1ccncc1 (configuration not stated)	1	1.4	8	5	-5	11	2	1	1
O=C(NCCNC(=O)c1ccc(F)cc1)c1ccc(F)cc1	3	0.0	2	-3	7	3	2	-6	-1
Cn1cc([N+](=O)[O-])c(C(=O)NCc2ccccc2)n1	3	1.7	-1	-9	3	5	3	-3	2
CCOC(=O)C(=CNc1cccc(N)n1)C(=O)OCC	1	0.1	8	3	1	-10	6	4	-1
N#C/C(=C\c1ccc(O)c(O)c1)C(=O)Nc1cccc2ncccc12	13	5.9	-31	52*	18	71*	10	28*	7
Cc1[nH]nc2c1/C(=N\O)CC(C)(C)C2	12	4.4	-2	-5	12	4	2	0	2
CCOC(=O)N1CCN(C(=O)CSc2nnc(-c3ccc(Cl)s3)o2)CC1	7	-2.2	-2	3	-2	-3	/	-4	9

Screening data as filed in PubChem BioAssay.
